High-throughput results: PubChem BioAssay, Broad Institute
E-selectin induc = E-selectin induction in HUVECs, primary screen, imaging, HUVEC, immunofluorescence imaging, single point; normalized: neutral wells 0, TNF-alpha wells 100; 260,000 compounds, 0.37% hits; activation, % at 7.58 µM;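 active = mean E-selectin-positive cell signal at least 10% of the positive control, reached in at least 60% of replicates, without over 20% cell loss; inconclusive = no rule given, readout overlaps actives, possibly toxicity-flagged; inactive = the rest, including those meeting only one limit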;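 note: in these data hits start at about 27%; measured in HUVEC primary endothelial cells; signal is the percent of cells scored E-selectin positive by PE staining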
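assay system = HUVEC, human umbilical vein endothelial cells | input = 3,000 HUVEC seeded per well | medium = EGM-2 growth medium on 0.1% gelatin-coated wells | dosing = one compound dose added by pin transfer | signal = immunofluorescence imaging | read-out basis = % PE-positive cells | control set = TNF-alpha, DMSO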
Cneo AK release = Cryptococcus neoformans cell lysis inducers, primary screen, AK release luminescence, single concentration. C. neoformans lysis, adenylate kinase release luminescence, 4 h; normalised: neutral wells 0, clomiphene wells 100. lysis activity, % at 15 µM. 360,000 compounds, 0.2% hits. AID 651654, 2012;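 active = mean lysis activity across replicates of at least 80%, whatever share of replicates individually reach that level; inactive = mean lysis activity below 80%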
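Test system: log-phase Cryptococcus neoformans yeast cells. Input: 5 × 10^6 yeast cells/mL. Medium: fresh YPD growth medium. Doses: single dose. Incubation: static 4 h at 37 °C with compound, 1 h detection. Measured by: luminescent adenylate kinase detection reagent. Read-out: signal increase indicating cell lysis. Benchmarks: Clomiphene.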
PGC1a acetyl inh = inhibitors of PGC1a acetylation signal, primary screen, cell-based, U2OS, AlphaScreen, inhibitor mode | AlphaScreen anti-acetyl-lysine; with virally co-expressed GCN5 acetyltransferase | inhibition, % at 15.6 µM | 350,000 compounds, 0.17% hits;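 active = every replicate shows inhibition of at least 40%; inconclusive = mean inhibition at least 40% but some replicate below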;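 note: 0% = neutral control wells and 100% = positive control wells; some results beyond the cut were filed as inactive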
ERAP1 HTS inh = human ERAP1 aminopeptidase inhibitors, primary screen, biochemical, single point, plate reader | inhibition, % at 10.7 µM | Endoplasmic reticulum aminopeptidase 1 (Homo sapiens), Q9NZ08 | recombinant ERAP1, Leu-AMC fluorescence, 60 min | 340,000 compounds, 0.15% hits | AID 652197, 2013;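 active = mean replicate inhibition of at least 30%, or all replicates individually reaching that 30% level; inactive = mean below 30% and not every replicate reaching it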;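 note: 0% = neutral control wells and 100% = L-leucinethiol positive control wells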
RAD52 anneal inh = RAD52 DNA annealing inhibitors, primary screen, biochemical, FRET, single point, set 2; recombinant RAD52 DNA annealing, FRET fluorescence; inhibition, % at 18.7 µM; 360,000 compounds, 0.46% hits; AID 651710, 2012;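 active = every replicate showing at least 50% inhibition; inconclusive = mean inhibition at least 50% but not in every replicate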
miR-122 sensor = miR-122 Renilla sensor signal increase in Huh7, primary screen, miR-122 inhibitor project, cell-based, single point, plate reader; Huh7 miR-122 Renilla luciferase sensor, 48 h; neutral wells = 0, positive control = 100; activation (reporter increase), % at 12.5 µM; 340,000 compounds, 0.3% hits;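 active = mean replicate activation score at least 90 and every replicate individually at or above 90; inconclusive = only one of the two criteria met; inactive = neither criterion met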;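 note: higher luciferase means less miR-122 activity so hits act as miR-122 inhibitors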
PglD DTNB = C. jejuni PglD acetyltransferase inhibitors, primary screen, biochemical, DTNB colorimetric, single point; inhibition, % at 12.5 µM; purified PglD enzyme, DTNB colorimetric CoA detection; UDP-N-acetylbacillosamine N-acetyltransferase PglD (Campylobacter jejuni); 360,000 compounds, 0.098% hits; in the data active = inhibition above about 16%, passing the limit was not always enough; inconclusive = no clear call, values can overlap the other calls; note: strong numbers were not always called active
RAD54 branch = inhibitors of human RAD54 branch migration, primary screen, biochemical, fluorescence, single point | RAD54 Holliday junction branch migration, FAM/BHQ fluorescence | 360,000 compounds, 0.14% hits | DNA repair and recombination protein RAD54-like (Homo sapiens), Q92698 | inhibition, % at 10.4 µM | AID 602329, 2012;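 active = mean normalized replicate activity at least 40 and at least half of replicates scoring 40 or more; inconclusive = only one of the two criteria met; inactive = mean below 40 and under half of replicates reaching 40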;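 note: 0% = median of neutral control wells and 100% = median of positive control wells; inhibitors cause a drop in the FAM fluorescence signal; in these data hits start at about 50%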
Target sequence (Q92698 whole entry, looked up): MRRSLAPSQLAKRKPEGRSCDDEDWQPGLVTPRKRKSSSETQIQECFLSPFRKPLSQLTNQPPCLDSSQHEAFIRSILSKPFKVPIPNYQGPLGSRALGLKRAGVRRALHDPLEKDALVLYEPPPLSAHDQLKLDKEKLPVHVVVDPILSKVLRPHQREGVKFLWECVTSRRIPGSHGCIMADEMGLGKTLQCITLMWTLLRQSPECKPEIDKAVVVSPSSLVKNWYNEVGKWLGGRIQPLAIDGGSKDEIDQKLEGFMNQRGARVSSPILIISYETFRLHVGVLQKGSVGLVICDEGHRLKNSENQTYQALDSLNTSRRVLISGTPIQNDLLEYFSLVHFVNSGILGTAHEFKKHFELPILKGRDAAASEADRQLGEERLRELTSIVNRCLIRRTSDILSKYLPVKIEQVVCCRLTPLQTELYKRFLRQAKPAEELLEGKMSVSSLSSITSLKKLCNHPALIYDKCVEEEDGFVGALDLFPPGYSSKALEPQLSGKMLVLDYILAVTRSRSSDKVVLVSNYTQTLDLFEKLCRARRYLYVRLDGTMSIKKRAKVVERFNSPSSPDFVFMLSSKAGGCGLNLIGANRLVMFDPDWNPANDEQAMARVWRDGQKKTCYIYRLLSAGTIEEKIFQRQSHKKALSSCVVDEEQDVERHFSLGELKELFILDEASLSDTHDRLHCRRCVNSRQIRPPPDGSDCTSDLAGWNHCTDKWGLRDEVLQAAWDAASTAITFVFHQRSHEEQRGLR
* = called active by the depositor; i = inactive; u = inconclusive; x = no result given; [ ] = remark or other dose.

SMILES	E-selectin induc	Cneo AK release	PGC1a acetyl inh	ERAP1 HTS inh	RAD52 anneal inh	miR-122 sensor	PglD DTNB	RAD54 branch
CCCOc1c(OC)cc(Cl)cc1C1NC(=O)NC(C)=C1C(=O)NCc1ccccc1 (stereo not given)	x	2	-4	x	x	0	-5	-16
O=C(NC1CCCC1)N1CCCCN2[C@@H](CO)[C@H](c3ccc(-c4cncnc4)cc3)[C@@H]2C1	-0.1	-1	7	0	7	-1[16.7 µM]	-1	11
COc1ccc2[nH]cc(/C=C(/C#N)S(=O)(=O)c3ccccc3)c2c1	x	-2	7	3	-94	-12	-4	-9
COc1cccc(S(=O)(=O)Nc2ccc3c(c2)C(=O)N(C)C[C@@H](OC)[C@H](C)CN(C(=O)Cc2cccnc2)[C@@H](C)CO3)c1	-0.2	0	1	-1	5	x	1	-9
COc1ccc2c(=O)c(C(=O)NCCc3ccc(OC)c(OC)c3)c[nH]c2c1	x	2	-7	x	x	-4	4	-15
CC(=O)Nc1ccc(S(=O)(=O)Nc2c(C)nn(-c3ccccc3)c2C)cc1	x	5	x	4	-11	3	0	i
C[C@H]1CN([C@@H](C)CO)C(=O)c2cc(-c3ccncc3)cnc2O[C@H]1CN(C)C(=O)c1ccncc1	1.3	-2	-1	2	-1	-7[16.7 µM]	-2	4
Cc1c(C(=O)Nn2cnnc2)oc2ccccc12	x	-2	16	x	x	-2	3	-13
Cc1ccc(-c2nn(CC(=O)NN3CCOCC3)c(=O)c3ccccc23)cc1	x	-1	-2	x	-11	-6	-6	-9
Cc1cccnc1C1=NOC(Cc2ccccc2)C(=O)N1Cc1ccc2c(c1)OCO2 (stereo not given)	x	0	x	x	-10	x	0	-9
CCS(=O)(=O)N1[C@H](C#N)[C@@H](c2ccc(C#Cc3ccccc3F)cc2)[C@@H]1CO	-0.3	-4	-12	3	2	x	-3	-5
NC(=O)C1CCCN(CC(=O)N2CCN(c3ccccc3)CC2)C1 (stereo not given)	x	2	2	-5	-16	-5	-1	-2
CCN(C[C@H]1N[C@@](C)(C(=O)OC)[C@H]2C(=O)N(C)C(=O)[C@@H]12)C(=O)c1ccccc1	0.1	5	x	2	-14	x	4	-8
COc1ccc(C(=O)NCCOc2ccccc2)cc1S(=O)(=O)N1CCOCC1	x	0	-3	-1	-10	4	2	-3
Cc1ccc2c(c1)cc1c(=O)n(CC(=O)NCCCc3ccccc3)nc(C)n12	x	0	2	-1	-8	-2	-6	-3
COc1cc(C2NC(=O)NC(c3ccccc3)=C2C(C)=O)cc([N+](=O)[O-])c1O (stereo not given)	2.0	0	x	x	-15	5	-6	-4
CC(C)CN1Cc2ccccc2Oc2cc(Br)ccc2S1(=O)=O	-0.1	-5	-20	0	5	6	-1	-7
COc1ccc(C2C(C(=O)O)CCC(=O)N2c2ccc(OC)cc2)cc1 (stereo not given)	x	1	5	10	1	-4	x	-24
COc1ccc2oc(=O)c(NC(=O)C3CCCCC3)cc2c1	x	1	23	x	x	-7	-2	9
COC(=O)c1nn(-c2ccccc2)c(Cl)c1/C=N/OCc1ccc(Cl)cc1Cl	x	3	-17	x	x	-1	4	4
Cc1ccc(S(=O)(=O)N2CCOC2CNC(=O)C(=O)NCc2ccncc2)cc1 (stereo not given)	0.5	1	-3	4	-4	22	-1	-9
CC(Sc1nnc(-c2ccc(OC(F)F)cc2)n1N)C(=O)NCC1CCCO1 (stereo not given)	x	-2	1	-1	-15	x	-2	4
COC(=O)c1ccc(C2C(C#N)=C(C)NC3=C2C(=O)CC(C)(C)C3)cc1 (stereo not given)	x	1	-4	x	x	-2	1	-2
C[C@H]1CN([C@@H](C)CO)C(=O)Cc2cc(NS(=O)(=O)c3ccccc3)ccc2O[C@H]1CN(C)Cc1ccc2c(c1)OCO2	0.0	2	-15	-1	5	-1[16.7 µM]	-5	-1
CC1Cc2ccccc2N1C(=O)Cn1c(=O)cc(O)c2ccccc21 (stereo not given)	x	0	x	x	x	-2	-2	-6

The closing 2 records of the part before come first, to join the parts:
SMILES	E-selectin induc	Cneo AK release	PGC1a acetyl inh	ERAP1 HTS inh	RAD52 anneal inh	miR-122 sensor	PglD DTNB	RAD54 branch
C[C@H]1CN([C@@H](C)CO)C(=O)Cc2cc(NS(=O)(=O)c3ccccc3)ccc2O[C@H]1CN(C)Cc1ccc2c(c1)OCO2	0.0	2	-15	-1	5	-1[16.7 µM]	-5	-1
CC1Cc2ccccc2N1C(=O)Cn1c(=O)cc(O)c2ccccc21 (stereo not given)	x	0	x	x	x	-2	-2	-6
C=CCNC(=O)CSc1nc2sc(C)c(C)c2c(=O)[nH]1	-0.2	2	0	1	-18	1	4	-13
C[C@H](CO)N1C[C@H](C)[C@H](CN(C)S(=O)(=O)c2cn(C)cn2)Oc2ccc(NC(=O)CCC(F)(F)F)cc2CC1=O	-9.8	0	2	x	x	-11[16.7 µM]	1	1
O=C(Nc1cc(F)ccc1F)N1C[C@H]2[C@@H](c3ccccc31)[C@@H](CO)N2CC1CCCC1	-0.8	-1	5	-1	-4	5[16.7 µM]	2	2
CC(=O)Nc1cc(C(N)=O)c(Cl)cc1Cl	x	2	-2	x	x	-16	-4	6
CC(C)(C)c1ccc(NC(=O)c2ccccc2)c([N+](=O)[O-])c1	x	-4	x	4	4	-8	-10	-3
CCCCCC(=O)N1C[C@@H](O)[C@H](n2cc(COC(=O)c3ccccc3)nn2)C[C@@H]1c1ccccc1	0.0	x	-6	-3	-5	0	x	x
C[C@H]1CN([C@@H](C)CO)C(=O)c2cc(NS(=O)(=O)c3cccs3)ccc2O[C@H]1CN(C)S(=O)(=O)c1ccc(Cl)cc1	-0.1	-2	16	0	7	5[16.7 µM]	2	7
COc1ccc(S(=O)(=O)Nc2ccc3c(c2)OC[C@@H](C)NC[C@H](C)[C@H](OC)CN(C)C3=O)cc1	-0.2	-3	-2	0	5	-1[16.7 µM]	25	0
CCOC(=O)C1(CCOc2ccccc2)CCN(Cc2cc(OC)ccc2OC)CC1	x	1	-19	0	-9	-16	4	3
O=C1C2ON(c3ccccc3)C(c3ccncc3)C2C(=O)N1c1ccccc1 (stereo not given)	x	-1	4	x	x	-3	-7	4
O=C(Nc1ccc2c(c1)OCCO2)C(=O)NC1CC1	-11	-2	x	-4	-7	2	0	-1
CC1CCCN(C(=O)CNC(=O)c2ccco2)C1 (stereo not given)	0.8	1	x	-1	-4	x	1	-8
Cc1ccc(NS(=O)(=O)c2cc3c4c(cccc4c2)C(=O)NC3=O)cc1	-1.4	x	4	-1	-14	45	x	x
COc1ccc(S(=O)(=O)Nc2ccc3c(c2)C(=O)N([C@H](C)CO)C[C@H](C)[C@H](CN(C)Cc2ccc(Cl)c(Cl)c2)OCCCC[C@@H](C)O3)cc1	-0.1	55	-10	x	x	-16[16.7 µM]	-1	1
CC(=O)Nc1ccc(-c2ccccc2)s1	x	25	-2	x	x	49	3	-2
COc1ccc2c(c1)c1nc3ccccc3nc1n2CCn1c(=O)oc2ccccc21	x	-2	-6	x	x	2	0	-9
COCC1=C([C@H](O)c2ccccc2)[C@H](CO)n2c(=O)n(-c3ccccc3)c(=O)n2C1	x	8	3	-3	4	x	x	x
Clc1ccc(/C=N/Nc2ncnc3ccccc23)cc1Cl	x	-2	x	x	x	6	3	-9
COc1cccc(-n2cc(C(=O)O)c3ccccc3c2=O)c1	x	1	x	x	x	-9	2	-1
COc1ccccc1CN1CC(C(=O)NCc2cccc(Cl)c2)CCC1=O (stereo not given)	x	2	8	-5	2	-4	0	-11
O=C(C[C@H]1C=C[C@@H](NC(=O)C2CCOCC2)[C@@H](CO)O1)NCC1CCCCC1	0.5	2	-17	1	6	x	2	-12
C[C@@H]1CCCCO[C@@H](CN(C)CC2CC2)[C@@H](C)CN([C@H](C)CO)C(=O)c2cc(NC(=O)C3CCCCC3)ccc2O1	0.1	7	u	2	9	9[16.7 µM]	7	1
CCCNC(=O)Nc1ccc2c(c1)C(=O)N(C)C[C@H](OC)[C@H](C)CN(Cc1ccc(-c3ccccn3)cc1)[C@H](C)CO2	-0.3	-6	-3	0	5	x	-3	-10
CN(C)CCCNC(=O)C[C@@H]1CC[C@H]2[C@H](COc3ccc(NC(=O)C4CCC4)cc3C(=O)N2C)O1	0.1	-3	6	2	-9	26[16.7 µM]	-4	-1
C[C@@H]1CN([C@@H](C)CO)C(=O)c2cc(NS(=O)(=O)c3ccc(F)cc3)ccc2O[C@@H](C)CCCCO[C@@H]1CN(C)C(=O)Nc1ccc2c(c1)OCO2	-0.1	x	1	3	14	x	x	x

Ordered by length of the SMILES (low to high): 6 of the compounds above.
SMILES	E-selectin induc	Cneo AK release	PGC1a acetyl inh	ERAP1 HTS inh	RAD52 anneal inh	miR-122 sensor	PglD DTNB	RAD54 branch
COc1cccc(-n2cc(C(=O)O)c3ccccc3c2=O)c1	x	1	x	x	x	-9	2	-1
COc1ccccc1CN1CC(C(=O)NCc2cccc(Cl)c2)CCC1=O (stereo not given)	x	2	8	-5	2	-4	0	-11
O=C1C2ON(c3ccccc3)C(c3ccncc3)C2C(=O)N1c1ccccc1 (stereo not given)	x	-1	4	x	x	-3	-7	4
O=C(C[C@H]1C=C[C@@H](NC(=O)C2CCOCC2)[C@@H](CO)O1)NCC1CCCCC1	0.5	2	-17	1	6	x	2	-12
C[C@@H]1CCCCO[C@@H](CN(C)CC2CC2)[C@@H](C)CN([C@H](C)CO)C(=O)c2cc(NC(=O)C3CCCCC3)ccc2O1	0.1	7	u	2	9	9[16.7 µM]	7	1
COc1ccc(S(=O)(=O)Nc2ccc3c(c2)C(=O)N([C@H](C)CO)C[C@H](C)[C@H](CN(C)Cc2ccc(Cl)c(Cl)c2)OCCCC[C@@H](C)O3)cc1	-0.1	55	-10	x	x	-16[16.7 µM]	-1	1

(next part)
SMILES	E-selectin induc	Cneo AK release	PGC1a acetyl inh	ERAP1 HTS inh	RAD52 anneal inh	miR-122 sensor	PglD DTNB	RAD54 branch
O=C(N/N=C/c1ccc2ncccc2c1)c1cccc([N+](=O)[O-])c1	-0.1	x	-6	2	-9	1	x	x
COCCn1c(SCC(=O)c2ccc3c(c2)OCCO3)nnc1C(C)C	x	3	x	x	x	-5	4	-4
Cc1ccc(S(=O)(=O)NNC(=S)NCC2CCCO2)cc1 (stereo not given)	x	5	-5	3	-17	4	-3	-2
CCOc1ccc(/C=N/NC(=O)c2ccc(F)cc2)cc1CN1CC2CC(C1)c1cccc(=O)n1C2 (stereo not given)	x	1	1	4	1	-1	4	4
CO[C@@H]1CN(C)C(=O)c2ccc(NS(C)(=O)=O)cc2OC[C@@H](C)N(CCC(F)(F)F)C[C@H]1C	-0.2	-61	2	1	-3	x	2	2
Cc1ccccc1S(=O)(=O)N1CC(=O)N2[C@H](CO)[C@H](c3ccc(C#CC4CC4)cc3)[C@H]2C1	-0.6	x	-4	1	-26	x	x	x
